Screening results deposited in PubChem BioAssay by Icahn School of Medicine at Mount Sinai.
RBX1-CUL1 inh = inhibitors of human ROC1-CUL1 ubiquitin ligase activity; P62877+Q13616; actives 0.6% (n = 140,000); AID 1347404; inhibition, % at 10 µM; in vitro K48 di-Ub FRET, acceptor:donor ratio, 45 min; in the data active = inhibition above about 25%
Target sequence (P62877 whole entry, looked up): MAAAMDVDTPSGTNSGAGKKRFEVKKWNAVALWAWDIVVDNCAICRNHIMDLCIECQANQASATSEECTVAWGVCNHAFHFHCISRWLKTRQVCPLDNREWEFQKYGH
Target sequence (Q13616 whole entry, looked up): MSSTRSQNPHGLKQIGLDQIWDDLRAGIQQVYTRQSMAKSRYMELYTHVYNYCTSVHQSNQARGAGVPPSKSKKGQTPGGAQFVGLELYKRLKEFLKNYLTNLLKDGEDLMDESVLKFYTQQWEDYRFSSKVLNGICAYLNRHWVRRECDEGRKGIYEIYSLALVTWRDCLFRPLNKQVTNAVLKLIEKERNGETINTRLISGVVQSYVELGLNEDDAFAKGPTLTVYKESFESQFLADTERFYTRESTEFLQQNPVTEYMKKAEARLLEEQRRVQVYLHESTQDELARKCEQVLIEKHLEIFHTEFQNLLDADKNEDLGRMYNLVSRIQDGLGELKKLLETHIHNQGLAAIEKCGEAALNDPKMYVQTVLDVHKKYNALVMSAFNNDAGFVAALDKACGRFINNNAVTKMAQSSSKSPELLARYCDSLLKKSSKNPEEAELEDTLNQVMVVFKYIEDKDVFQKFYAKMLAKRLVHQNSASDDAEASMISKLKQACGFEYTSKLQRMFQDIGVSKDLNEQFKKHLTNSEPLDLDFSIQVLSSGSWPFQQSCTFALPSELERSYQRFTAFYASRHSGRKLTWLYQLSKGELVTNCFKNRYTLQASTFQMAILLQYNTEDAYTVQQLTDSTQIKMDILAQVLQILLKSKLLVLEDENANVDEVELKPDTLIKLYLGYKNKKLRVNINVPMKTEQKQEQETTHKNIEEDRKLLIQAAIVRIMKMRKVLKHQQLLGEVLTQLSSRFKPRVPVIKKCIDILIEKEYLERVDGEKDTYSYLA
* hit, by the source's call. This is a subset (hit frequency here may not be typical).

The first 2 records as a preview:
SMILES	RBX1-CUL1 inh
Cc1cc2c(c(C)c1Cl)N(CC(=O)O)C(=O)CO2	3
CCCCc1ccc(NC(=O)c2sc(C)nc2C)cc1	2

Main list, repeating the preview:
SMILES	RBX1-CUL1 inh
Cc1cc2c(c(C)c1Cl)N(CC(=O)O)C(=O)CO2	3
CCCCc1ccc(NC(=O)c2sc(C)nc2C)cc1	2
CSc1nc(-c2ccccc2)cc(-c2ccc(C)cc2)c1C#N	-12
CCCOc1cccc(NC(=O)c2c(-c3ccccc3Cl)noc2C)c1	-9
CCN1C(=O)/C(=C2/CCCN2C)c2ccccc21	1
CCOc1cc(CNC(C)(C)C)cc(Br)c1OCC(=O)NC(C)(C)C	-1
Cc1oc(-c2cc(F)ccc2F)nc1CN1CCN(C)C(C)C1 (stereo not given)	1
CC1=C(C#N)C(=O)N(Cc2ccccc2)C(=O)C1C=NC(=O)NC12CC3CC(CC(C3)C1)C2 (stereo not given)	-11
CCOc1ccccc1C(=O)Nc1ccc(S(=O)(=O)N2CCCCC2c2cccnc2)cc1 (stereo not given)	1
O=C1c2ccc([N+](=O)[O-])cc2C(=O)N1C1c2ccccc2Oc2ccccc21	-1
COCCN(C)C(=O)CC1(c2ccc(-c3ccccc3)cc2)CC(=O)N(C2CC2)C1=O (stereo not given)	0
Nc1c(C(=O)c2cccs2)oc2nc(-c3ccccc3)cc(-c3ccco3)c12	4
COc1cc(C2Nc3cccc4cccc(c34)N2)cc(OC)c1O	-1
Cc1cnc(C(=O)N2CCc3[nH]nc(-c4ccc(Cl)cc4)c3C2)cn1	-1
COc1ccc(-c2nc3nc(C)cc(Nc4ccc(C(C)=O)cc4)n3n2)cc1	8
O=C(CSc1nc(-c2ccccc2)nc2c1CCCC2)c1ccc(Cl)cc1	-2
CC1(O)N(CC(=O)c2cccs2)C(=O)OC12CCCCC2 (stereo not given)	0
Cc1ccc(C(=O)Oc2ccc(C(=O)COC(=O)c3cnccn3)cc2)cc1	-11
O=c1c2ccccc2nc(CSc2nc(Cc3ccccc3)nc3ccccc23)n1-c1ccccc1	3
CCOc1ccc(OCC)c(NC(=O)c2cc(CN3CCOCC3)on2)c1	11
COc1cccc(CNC(=O)CSc2n[nH]c(-c3ccccc3Cl)n2)c1	-4
Cc1ccccc1-c1noc(-c2cccnc2N2CCN(c3ccccc3)CC2)n1	-6
O=C1NN(c2cccc(Cl)c2)C(=O)/C1=C\c1ccc(-c2ccc(Br)cc2C(=O)O)o1	80*
CSc1cccc(NC(=O)c2sc3ncccc3c2N)c1	5
Cc1cc(C)c(C(=O)c2ccc(C(=O)Nc3cnc4ccccc4c3)cc2)c(C)c1	-6

(list continues)
SMILES	RBX1-CUL1 inh
COc1cc(CNc2ccc(Oc3ccccc3)cc2)cc(Br)c1OCc1cccc(F)c1	-5
CCCCCCCn1cnc2ccccc2c1=O	3
O=C(CCCCCN1C(=O)/C(=C\c2ccccc2)SC1=S)Nc1cccc(C(=O)O)c1	-9
CCOc1ccc(NC(=O)C2CCC(CNS(=O)(=O)c3ccc4c(c3)CCCC(=O)N4)CC2)cc1 (stereo not given)	-1
CCOC(=O)c1c(C)[nH]c(C)c1S(=O)(=O)N1CCCC(C(=O)Nc2cccc(C)n2)C1 (stereo not given)	-6
C=CCCC(=O)NC(C)c1cnc(N(C)C2CCCCC2)nc1C (stereo not given)	5
Cc1cc(C(=O)Nc2ccccc2C(F)(F)F)c(C)o1	-1
Cc1ccc(NC(=O)CCC(=O)O)cc1Cl	-8
Cc1ccc(COCC(O)CN2CCC(C)CC2)cc1 (stereo not given)	18
O=C(Nc1ccccc1Oc1cccnc1)C1CCCN1CC1CC1 (stereo not given)	1
Cn1c(=O)c(C#N)cn(C(C)(C)C)c1=O	5
CCOC(=O)C1CCN(C(c2ccc(C)cc2)C2C(=O)C=C(C)N(CCOC)C2=O)CC1 (stereo not given)	2
CCCCSc1nc2ccc(OCC)cc2[nH]1	2
Cc1ccc(Cn2c(=O)n(CCCCC(=O)NCc3ccccc3Cl)c(=O)c3ccccc32)cc1	-4
CC1CCN(C(=O)CN2C(=O)c3cccc4cccc(c34)C2=O)CC1	-4
CCCNC(=O)N(C)CC1CCCN(CCc2ccc(OC)cc2)C1 (stereo not given)	0
Cc1ccc(Nc2ncnc3sc4c(c23)CCC(C)C4)cc1C (stereo not given)	6
O=C(c1ccc(NCc2ccccc2)nc1)N1CCCN(c2ncccn2)CC1	-12
Cc1ccc(-c2nc(C)c(CCNS(=O)(=O)c3ccccc3F)s2)cc1	-2
COC(=O)C(OS(=O)(=O)c1ccc(Br)cc1)=C1c2ccccc2-c2ccccc21	-2
O=C(c1coc(COc2cccc(F)c2F)n1)N1CCC(N2CCCC2)CC1	11
COc1ccc(OC)c(CNS(=O)(=O)c2c(C(=O)N3CCCCCC3)c(C)n(C)c2C)c1	1
O=C(Nc1ccc(O)cc1)c1cccc(F)c1	-7
COc1ccccc1C1C(C(=O)Nc2ccccc2)C(C)=Nc2nc(-c3ccccc3)nn21 (stereo not given)	3
CCCOc1ccc(C(=O)Nc2cccc(-c3nc4ccccc4[nH]3)c2)cc1	7

(continued)
SMILES	RBX1-CUL1 inh
CCOC(=O)C1CCN(S(=O)(=O)N(C)C)CC1	5
Cn1c(SCC(=O)N2CCOCC2)nnc1-c1cccc(NC(=O)c2ccccc2F)c1	6
COc1cc(NC(=S)NNC(=O)c2cc(OC)c(OC)c(OC)c2)c(OC)cc1Cl	9
Cc1cccc(/C=C/c2onc(C)c2[N+](=O)[O-])n1	3
Cc1ccc(S(=O)(=O)c2nnn3c2nc(N2CCN(c4ccccc4F)CC2)c2cc(Cl)ccc23)cc1C	-9
CC(NC(=O)OC(C)(C)C)C(=O)N1CCCC1C(=O)OCc1ccccc1 (stereo not given)	5
Cc1cccc(Cn2nnc3c(=O)[nH]c(C4CCCN(C(=O)c5ccc(C(C)(C)C)cc5)C4)nc32)c1 (stereo not given)	-2
COc1ccc(C(=O)N2CCN(C/C=C/c3ccccc3)CC2)cc1C	-1
CSCCC(NS(=O)(=O)c1ccc2c3c(cccc13)C(=O)N2)C(=O)O (stereo not given)	-11
COc1ccc(S(=O)(=O)N2CCN(C(=O)C3CCC3)CC2)cc1	-2
O=C(CCC1(Cc2ccccc2)CCC(=O)N1)NCCC1=CCCCC1 (stereo not given)	0
CCOC(=O)C(CC)(N=Nc1cc2c(C)cc(=O)oc2cc1C)C(C)=O (stereo not given)	4
Cc1ccc(/C=C/c2onc(C)c2S(=O)(=O)N2CCC(C(=O)N3CCOc4ccc(C)cc43)CC2)cc1	-7
COc1cc(-c2nc(-c3ccccc3)c(-c3ccc(Br)cc3)[nH]2)cc(OC)c1O	9
O=C(Nc1ccccc1-c1ccccc1NC(=O)c1cccs1)c1cccs1	2
CCc1ccc(C2C(C)C(N3CCC(C(=O)NCCc4ccco4)CC3)NS2(=O)=O)cc1 (stereo not given)	-6
OC(CCc1ccccc1)c1ccc2c(c1)CN(Cc1cccc3c1OCO3)CCO2 (stereo not given)	-3
CCn1cc(C(=O)NCCCOC(C)C)c(=O)c2cc(S(=O)(=O)N3CCOCC3)ccc21	-6
COc1cccc(CN2CCC3(CC2)c2ccccc2[C@@H](NC(=O)c2ccccc2OC)[C@@H]3OC)c1	-5
CCOc1cc(C(N)=O)cc(Br)c1OCC	-9
Cc1ccc(C)c(-c2csc(-c3cccnc3)n2)c1	-3
COc1ccc(-n2c(CNc3ccc(Cl)cc3)nnc2SCC#N)cc1	12
CCCCN(C)C(=O)c1nc2ccccn2c1CN1CCN(C2CCS(=O)(=O)C2)CC1 (stereo not given)	12
CC1CCC2C(C)(C)C3CC12CCC3(C)O (stereo not given)	6
CC(=O)c1cccc(NC(=O)CSc2ncc3c(n2)-c2cc(Cl)ccc2N(Cc2ccccc2)S3(=O)=O)c1	-13

Next results
SMILES	RBX1-CUL1 inh
CCOC(=O)c1sc(NC(=O)CSc2nnc(-c3ccncc3)o2)c(C#N)c1C	-4
CC(=O)NC1=NC2=NC[C@H]([C@H](OC(C)=O)C(C)OC(C)=O)N(C(=O)c3ccc[n+](Cc4ccccc4)c3)C2C(=O)N1 (stereo not given in full)	-6
COc1cc(Cl)cc(/C=N/NC(N)=O)c1O	-7
O=C(CN1C(=O)COc2ccc(S(=O)(=O)N3CCCCCC3)cc21)N1CCN(c2cccc(Cl)c2)CC1	6
CN(Cc1ccccc1Cl)[C@H]1CN(S(=O)(=O)c2ccccc2)C[C@@H]1O	4
Cc1cnccc1CNC(=O)c1cn(Cc2ccccc2C)nn1	-2
c1ccc(C2CCCN2Cc2nc(-c3cnccn3)no2)nc1 (stereo not given)	3
CCOC(=O)c1sc(NC(=O)C2CCC2)nc1C	-9
CCOC(=O)C1(C)CC(=Nc2cccc(C(=O)O)c2)C(=O)N1c1cccc(C(=O)O)c1 (stereo not given)	0
O=C(COc1ccc(Cl)cc1)NCC(c1ccco1)S(=O)(=O)c1ccccc1 (stereo not given)	-4
Cc1nc(-c2ccc(CN(C)CCn3cccn3)cc2)[nH]c(=O)c1F	2
C=CCN(CC=C)C(=O)c1ccc2nc(-c3ccccc3)c(-c3ccccc3)nc2c1	-15
O=C(CCC(F)(F)F)N1CCC(C2CCN(Cc3cccnc3)CC2)C1 (stereo not given)	-1
COc1ccc(N2CCN(CC(O)COc3cccc(OC)c3)CC2)cc1 (stereo not given)	-8
CC(C)(C)NC(=S)NC(=O)c1ccccc1	-6
COCC(=O)NC1CC(C)(C)Cc2nc(N(C)Cc3ccccc3)ncc21 (stereo not given)	-10
O=S(=O)(NCc1cccnc1)c1cccs1	-6
C/C(=N\NC(=O)c1cc(-c2ccc(C(C)(C)C)cc2)nc2ccccc12)c1ccc(Cl)s1	-3
CCOC(=O)c1c(N)sc2c1CC(C(C)C)OC2 (stereo not given)	5
Cc1ccc(S(=O)(=O)Nc2cccc(-c3csc(C)n3)c2)c(C)c1	3
O=C(NC1CCCC1)c1ccc(N2CCC(NCC3COc4ccccc4O3)CC2)cc1 (stereo not given)	-14
COc1ccccc1C(=O)O/N=C1/C(=O)N(C)c2ccccc21	1
O=C(CSc1nc2ccccc2nc1Cc1ccccc1)N1CCN(c2ccccc2)CC1	-11
Cc1ccc(C(=O)NCC(=O)NCC(=O)O)cc1	-2
CC(=O)Nc1ccc(NC(=O)CC2Sc3ccccc3NC2=O)cc1 (stereo not given)	-5

Arranged by the number under RBX1-CUL1 inh (rising): 7 of the compounds above.
Molecule | RBX1-CUL1 inh
C=CCN(CC=C)C(=O)c1ccc2nc(-c3ccccc3)c(-c3ccccc3)nc2c1 | -15
O=C(NC1CCCC1)c1ccc(N2CCC(NCC3COc4ccccc4O3)CC2)cc1 (stereo not given) | -14
O=C(CSc1nc2ccccc2nc1Cc1ccccc1)N1CCN(c2ccccc2)CC1 | -11
O=C(CCC(F)(F)F)N1CCC(C2CCN(Cc3cccnc3)CC2)C1 (stereo not given) | -1
Cc1nc(-c2ccc(CN(C)CCn3cccn3)cc2)[nH]c(=O)c1F | 2
Cc1ccc(S(=O)(=O)Nc2cccc(-c3csc(C)n3)c2)c(C)c1 | 3
CCOC(=O)c1c(N)sc2c1CC(C(C)C)OC2 (stereo not given) | 5

Next records follow:
SMILES	RBX1-CUL1 inh
CCOc1ccc(OCC)c(NS(=O)(=O)c2cc(Br)cc3c2N(C(C)=O)C(C)C3)c1 (stereo not given)	-8
CCCc1cc2c(cc1NC(=O)c1ccc(C)cc1)OCO2	7
Fc1ccc(SCCSc2nc3ccccc3[nH]2)cc1	-3
COc1ccc(Cc2nc3ccc(C(=O)NC4CCOC4=O)cc3o2)cc1OC (stereo not given)	8
CC1CCc2sc3nc(SCc4ccccc4)n(-c4ccccc4)c(=O)c3c2C1 (stereo not given)	-3
O=C(NC(=S)NCC1CCCO1)C(c1ccccc1)c1ccccc1 (stereo not given)	-8
Cc1ccc(-c2cc(C(=O)NCC3CC(Cc4cccc(F)c4)=NO3)n[nH]2)o1 (stereo not given)	3
CCOC(=O)c1cc(C(=O)Nc2cc(C)ccn2)nn1C	-1
COCC(=O)Nc1cc(C(=O)N(C)Cc2nc3ccc(F)cc3[nH]2)c2c(c1)nc(C1CCC1)n2C	12
CC(=O)O[C@@H]1[C@@H](OC(C)=O)[C@H]2[C@@H]([C@H]1OC(C)=O)[C@@H](Sc1ccccc1)ON2C	11
CC(C)(C)c1ccc(-c2cc(C(=O)NNC(=O)Nc3ccc(Cl)c(Cl)c3)c3ccccc3n2)cc1	7
Cc1ccc(N2C(=O)C3C(C2=O)C2(c4ccc(Cl)cc4)C(=O)C3(c3ccc(Cl)cc3)C(c3ccccc3)=C2c2ccccc2)cc1C (stereo not given)	-18
Cc1cc(=O)oc2cc(OCC(=O)N=C3NC(=O)CS3)ccc12	17
O=C(CN1C(=O)C2CCCCN2c2ccc(C(=O)N3CCCC3)cc21)NCc1cccc(F)c1 (stereo not given)	1
Cc1cccc(C)c1OC(=O)CSc1nnc(-c2cccs2)o1	-5
COc1ccc(/C=C2\C(=O)N(c3ccccc3)C3=C2C(c2ccc(Br)cc2)N(c2ccccc2)C3=O)cc1 (stereo not given)	-9
CC1=NN(c2ccc(C)c(C)c2)C(=O)/C1=C\c1ccc(-c2ccc(S(=O)(=O)c3nccs3)cc2)o1	11
CCC(=O)Nc1cc(C(=O)N(CC2CCC2)CC2CCCO2)c2c(c1)nc(Cc1ccccc1)n2C (stereo not given)	12
O=C1c2ccccc2C(=O)N1N=Nc1c(O)[nH]c2ccccc12	10
CCN1CCN(C(=O)CCC2CCN(Cc3cnc(SC)nc3)CC2)CC1	3
COc1ccc(Br)cc1C(=O)N1CCCCCC1	0

Pulled by structure from the entries so far (6):
SMILES	RBX1-CUL1 inh
O=C(c1coc(COc2cccc(F)c2F)n1)N1CCC(N2CCCC2)CC1	11
Cc1cc2c(c(C)c1Cl)N(CC(=O)O)C(=O)CO2	3
CCOC(=O)c1cc(C(=O)Nc2cc(C)ccn2)nn1C	-1
O=C(CCC(F)(F)F)N1CCC(C2CCN(Cc3cccnc3)CC2)C1 (stereo not given)	-1
CCOC(=O)c1sc(NC(=O)C2CCC2)nc1C	-9
Cc1ccc(N2C(=O)C3C(C2=O)C2(c4ccc(Cl)cc4)C(=O)C3(c3ccc(Cl)cc3)C(c3ccccc3)=C2c2ccccc2)cc1C (stereo not given)	-18
